# Screens as filed in PubChem BioAssay.
# Abeta rescue = A-beta toxicity reversal in yeast | yeast expressing A-beta42, growth rescue, OD600, 48 h; response scale: 0% DMSO, 100% iron-clioquinol control | Potency, µM (doses to about 46.1 µM), for the others: at the top dose growth rescue, hits mostly activators | 0.063% of 410,000 active | AID 1347071; also: potency is read from the fitted curve at half-maximal effect; nearly all actives have a fitted effect of over 55% in size
#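 Yeast growth medium received pinned compounds, then yeast cells expressing toxic A-beta were added; plates incubated at 30 C for 48 hr. Growth read as absorbance at 600 nm, normalized to DMSO and equimolar FeCl3 plus clioquinol controls.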
# GLP1R inv ag = inverse agonists of human GLP-1 receptor; P43220; HEK293 GLP-1R CRE-luciferase, luminescence, 24 h; GLP-1R form is constitutively active; Potency, µM (doses to about 38.3 µM), inactives show at the top dose activity change, negative = inhibition, actives largely listed as inhibitors; 1.6% of 410,000 active; AID 624417; also: potency is read from the fitted curve at half-maximal effect; % is scaled to controls: 0 for no effect and ±100 for the full control effect; nearly all actives have a fitted effect of over 55% in size
#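 Inverse agonism was detected as reduced cAMP-driven luciferase luminescence after 24 h compound treatment. The cells were HEK293 clones expressing constitutively active human GLP-1R with the reporter. Reporter-only and GPR119 cell lines served as counterscreen controls.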
# FUS yeast rescue = rescues growth of FUS-expressing yeast; S. cerevisiae FUS-expressing, growth rescue, OD600, 24 h; Potency, µM (series often up to 76.6 µM), without a hit: at the top dose growth rescue (activation), actives largely listed as activators; 0.24% of 390,000 active;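 also: potency is read from the fitted curve at half-maximal effect; plate controls were DMSO vehicle for no effect and reference control for full effect; nearly all actives have a fitted effect of over 55% in size; some results filed as inactive show a strong effect at the top dose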
#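 Yeast FUS proteinopathy model; galactose-induced FUS (2%), starting OD 0.005. Cpds in dilution series, 24hr, 30C, 99% humidity. Abs 600 nm growth. Pos ctrl CP55940 (top 92uM final); neg ctrl DMSO.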
# TDP-43 yeast inh = TDP-43 toxicity inhibition in yeast; TDP-43 expressing yeast growth rescue, BacTiter-Glo, 24 h; Potency, µM (series often up to 46.1 µM), inactives show at the highest dose growth rescue (activation), actives largely listed as activators; 1.8% of 410,000 active; AID 652104; also: potency is read from the fitted curve at half-maximal effect; % of control where 0% means no effect; nearly all actives have a fitted effect of over 50% in size
#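 Yeast expressing TDP-43 (pregrown in raffinose, seeded at OD600=0.02 in galactose medium) exposed to compounds 24 hr at 30 deg C. Growth read by BacTiter-Glo luminescence; rescue of toxicity appears as increased signal.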
# MmCpn inh = inhibitors of Methanococcus maripaludis chaperonin (MmCpn); purified Mm-Cpn ATPase, ADP Transcreener TR-FRET; 0.031% of 330,000 active; Potency, µM (top dose mostly 76.9 µM), for inactives: at the highest dose activity, negative = inhibition, hits mostly inhibitors; also: potency is read from the fitted curve at half-maximal effect; % is scaled to controls: 0 for no effect and ±100 for the full control effect; nearly all actives have a fitted effect of over 80% in size
#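 Quantitative HTS used 25 nM Mm-CPN and 10 uM ATP in magnesium/KCl Tris buffer, pH 7.4, with 1 mM DTT. Hydrolysis ran 30 min at 37°C; ADP was read by HTRF.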
# HEK293 tox = cytotoxicity in counter-screen for GLP-1R inverse agonists; HEK293 cAMP-luciferase reporter cells, luminescence, 24 h; Potency, µM (series often up to 38.3 µM), without a hit: at the highest dose activity change, negative = inhibition, hits mostly inhibitors; 0.13% of 410,000 active; AID 624418;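 also: loss of luciferase light is scored as toxicity; potency is read from the fitted curve at half-maximal effect; % is scaled to controls: 0 for no effect and ±100 for the full control effect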
#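 Luminescence readout: signal drop marks cytotoxicity. Plated cells grew 12 h at 37 °C, 5% CO2, received 23 nL compound for 24 h, then got luciferase reagent, read after 12 min at RT.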
# PTHR1 agonist = PTHR1 (human) receptor agonism | Q03431 | HEK293 GP2 PTHR1 cells, GloSensor cAMP luminescence, 1 h | Potency, µM (series often up to 115 µM), without a hit: at the highest dose activation, most hits filed as activators | 0.075% of 410,000 active; also: potency is read from the fitted curve at half-maximal effect; nearly all actives have a fitted effect of over 55% in size; some results filed as inactive show a strong effect at the top dose; inactives centre near -15; many of its hits are not listed in these tables
# Target sequence (Q03431 whole entry, looked up): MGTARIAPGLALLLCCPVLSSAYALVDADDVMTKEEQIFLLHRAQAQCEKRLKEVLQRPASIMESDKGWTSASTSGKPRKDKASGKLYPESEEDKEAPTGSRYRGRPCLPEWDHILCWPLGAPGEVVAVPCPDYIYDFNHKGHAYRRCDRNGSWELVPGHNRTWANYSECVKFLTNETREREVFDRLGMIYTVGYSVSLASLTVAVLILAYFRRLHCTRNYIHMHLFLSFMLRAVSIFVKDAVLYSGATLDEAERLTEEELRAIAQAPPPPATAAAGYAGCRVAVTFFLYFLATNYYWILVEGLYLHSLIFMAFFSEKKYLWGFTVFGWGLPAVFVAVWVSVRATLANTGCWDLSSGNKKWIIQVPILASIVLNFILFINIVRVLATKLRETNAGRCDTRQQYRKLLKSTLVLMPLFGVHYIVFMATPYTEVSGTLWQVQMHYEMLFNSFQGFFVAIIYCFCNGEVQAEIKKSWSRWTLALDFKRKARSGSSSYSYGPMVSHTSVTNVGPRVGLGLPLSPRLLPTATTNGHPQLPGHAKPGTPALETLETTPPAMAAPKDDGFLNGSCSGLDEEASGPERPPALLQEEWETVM
#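 HEK-293-derived GP2 cells expressing PTHR1 and a GloSensor cAMP reporter, 3,000/well, plated overnight, given luciferin plus IBMX (each 0.5 mM as added) for 1 h at 37 °C, then compound for 1 h at 37 °C. Luminescence was read after 15 min at room temperature.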
# pAkt inh = blocks phosphorylation of Akt; activity change, % for hits at 50 µM; AID 651550; Neuro2A IGF-stimulated pAkt S473 HTRF, 20 min; stronger effect = lower value; 0.32% of 360,000 active; in the data active = activity change below about -80%; inconclusive = mostly about -51% to -80%; also: % is scaled to controls: 0 for no effect and ±100 for the full control effect
#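 Single-point screen (50 µM final compound) in Neuro2A cells stimulated 20 min with 6 nM IGF at 37 deg C. After lysis, Ser473-phosphorylated Akt read by HTRF (ex 330 nm, em 615/665 nm) as the 665/615 ratio.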
# aSyn yeast inh = rescues yeast growth from alpha-synuclein toxicity. Yeast expressing alpha-synuclein, growth rescue, BacTiter-Glo, 24 h. Potency, µM (doses to about 46.1 µM), inactives show top-dose growth rescue (activation), hits mostly activators. 0.14% of 370,000 active; also: potency is read from the fitted curve at half-maximal effect; % of control where 0% means no effect; nearly all actives have a fitted effect of over 65% in size
#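 Screening used galactose-induced yeast with toxic alpha-synuclein levels, exposed to compound for 24 hr at 30 deg C. Cell growth, read with BacTiter-Glo luminescence, gave the measured signal.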
# An asterisk follows results filed as active; i = inactive; ? = inconclusive; · = not tested or not shown; [ ] = remark or other dose. Unless noted, calls follow the shape of the dose curve; as a rule, active = well fitted curve in the direction sought with a large enough effect; inconclusive = small, poorly fitted or top-dose-only effect, or another doubt; inactive = no such curve, though single readings can be large; an effect the other way counts as inactive or inconclusive. Not all compounds are listed; count on the stated rates, not on these rows.
# The opening nine compounds as a preview:
item	Molecule	MmCpn inh	Abeta rescue	FUS yeast rescue	PTHR1 agonist	TDP-43 yeast inh
1	CC(C)(C)NC(=O)CN(C(=O)C(=O)Nc1ccc2c(c1)OCCO2)C1CC1	0%	-11%	-20%	-1%	-6%
2	O=c1nc2ccccc2c2n1CC(CN1CCN(C(c3ccccc3)c3ccccc3)CC1)N2 (stereo not given)	1%	-7%	18%	-8%	-7%
3	COc1ccc(NC(=O)CC2Sc3ncnn3C2=O)cc1 (stereo not given)	1%	-22%	-6%	-17%	?
4	CCCc1cc(NCCOCCO)n2c(nc3ccccc32)c1C#N	·	-9%	-12%	i	10%
5	COc1ccc2c(c1)Cc1sc(NC(=O)c3ccccc3)nc1-2	-2%	-25%	15%	-32%[inhibitor]	?
6	O=C(CNS(=O)(=O)c1c(F)cccc1F)NC1CCCc2ccccc21 (stereo not given)	2%	-1%	11%	i	-15%
7	CC1CC(C)CN(CCCNC(=O)CN2C(=O)COc3ccc(S(=O)(=O)N4CCOCC4)cc32)C1 (stereo not given)	-1%	-1%	38%	i	2%
8	N#Cc1cccc(NC(=O)CCNC(=O)c2ccccc2Cl)c1	0%	-25%	-32%	-9%	10%
9	NS(=O)(=O)c1ccc2nc(NC(=O)Nc3ccc(F)cc3)sc2c1	0%	2%	2%	i	-14%

item	HEK293 tox	GLP1R inv ag	aSyn yeast inh	pAkt inh
1	0%	-11%	-9%	i
2	16%	-34%	2%	i
3	5%	6%	?	i
4	46%[activator]	13%	0%	i
5	9%	?	-17%	i
6	-11%	-20%	0%	i
7	-9%	17%	-7%	i
8	-2%	7%	4%	i
9	-19%	?	0%	i

# Main list, repeating the preview:
item	Molecule	MmCpn inh	Abeta rescue	FUS yeast rescue	PTHR1 agonist	TDP-43 yeast inh
1	CC(C)(C)NC(=O)CN(C(=O)C(=O)Nc1ccc2c(c1)OCCO2)C1CC1	0%	-11%	-20%	-1%	-6%
2	O=c1nc2ccccc2c2n1CC(CN1CCN(C(c3ccccc3)c3ccccc3)CC1)N2 (stereo not given)	1%	-7%	18%	-8%	-7%
3	COc1ccc(NC(=O)CC2Sc3ncnn3C2=O)cc1 (stereo not given)	1%	-22%	-6%	-17%	?
4	CCCc1cc(NCCOCCO)n2c(nc3ccccc32)c1C#N	·	-9%	-12%	i	10%
5	COc1ccc2c(c1)Cc1sc(NC(=O)c3ccccc3)nc1-2	-2%	-25%	15%	-32%[inhibitor]	?
6	O=C(CNS(=O)(=O)c1c(F)cccc1F)NC1CCCc2ccccc21 (stereo not given)	2%	-1%	11%	i	-15%
7	CC1CC(C)CN(CCCNC(=O)CN2C(=O)COc3ccc(S(=O)(=O)N4CCOCC4)cc32)C1 (stereo not given)	-1%	-1%	38%	i	2%
8	N#Cc1cccc(NC(=O)CCNC(=O)c2ccccc2Cl)c1	0%	-25%	-32%	-9%	10%
9	NS(=O)(=O)c1ccc2nc(NC(=O)Nc3ccc(F)cc3)sc2c1	0%	2%	2%	i	-14%
10	Cc1cc(C)c(Cn2c(=O)[nH][nH]c2=O)cc1Cn1c(=O)[nH][nH]c1=O	·	6%	-6%	0%	21%
11	COc1ccc(C)cc1C1=Nc2ccccc2C1(C)C	-3%	21%	·	-4%	8%
12	CCOc1ccc(OCCC(=O)OCC(=O)Nc2cc(S(=O)(=O)N3CCOCC3)ccc2OC)cc1	·	-5%	?	11%	22%

item	HEK293 tox	GLP1R inv ag	aSyn yeast inh	pAkt inh
1	0%	-11%	-9%	i
2	16%	-34%	2%	i
3	5%	6%	?	i
4	46%[activator]	13%	0%	i
5	9%	?	-17%	i
6	-11%	-20%	0%	i
7	-9%	17%	-7%	i
8	-2%	7%	4%	i
9	-19%	?	0%	i
10	-2%	14%	14%	i
11	6%	17%	4%	i
12	4%	7%	?	i

# Next section
item	Molecule	MmCpn inh	Abeta rescue	FUS yeast rescue	PTHR1 agonist	TDP-43 yeast inh
13	COC(=O)C1=CCCCC(O)=C1C(=O)OC	·	-1%	-15%	i	12%
14	CCOC(=O)c1cc(S(=O)(=O)N2CCN(c3ccc(F)cc3)CC2)[nH]n1	·	3%	5%	-24%	17%
15	O=C(Nc1ccc2c(c1)OCO2)C1CCN(c2ccc(S(=O)(=O)N3CCOCC3)cc2)CC1	0%	-7%	23%	i	-17%
16	O=C(COC(=O)c1ccccc1[N+](=O)[O-])NC(=O)c1ccccc1	0%	16%	-17%	-38%[inhibitor]	12%
17	OC1CCCN(c2c3c(nc4cc(-c5cccc(F)c5)nn24)CCCC3)C1 (stereo not given)	3%	-86%[inhibitor]	26%	i	?
18	Cn1cnnc1SCC(=O)Nc1sccc1C#N	0%	0%	-6%	-3%[57.5 µM]	-9%
19	COc1ccc(C2C(C(=O)O)CCC(=O)N2c2ccc(C)cc2)cc1OC (stereo not given)	-1%	-3%	24%	-11%	-14%
20	COc1ccccc1-n1c(SCC(=O)N2CCCC2)nnc1-c1ccccc1	0%	-9%	0%	-25%	-25%
21	COc1ccc(/C=N/NC(=S)Nc2ccccc2)cc1COc1cccc(C)c1C	-1%	0%	4%	-40%[inhibitor]	-7%
22	O=c1c2cc(Cl)ccc2[nH]c(=S)n1Cc1cccs1	-6%	-7%	4%	-26%	12%
23	O=C(NCc1ccc(Cl)cc1)C(=O)NCC(c1cccs1)S(=O)(=O)c1cccs1 (stereo not given)	·	-9%	-1%	-10%	3%
24	COc1cccc(NC(=O)c2sc3nc(C)c(C(=O)Nc4ccc(C)cc4C)c(-c4ccccc4Cl)c3c2N)c1	·	6%	19%	i	26%
25	O=C(CSc1nnnn1C1CCCC1)Nc1ccc2c(c1)OCO2	1%	2%	28%	i	-18%
26	CC(NC(=O)c1ccccc1SCC(=O)N1CCCC1)c1ccc(F)cc1 (stereo not given)	0%	2%	·	-38%[inhibitor]	-8%
27	Cc1ccc(NC(=O)CSc2nnc3ccc4ccccc4n23)cc1	·	-6%	-6%	-32%[inhibitor]	16%[9.22 µM]

item	HEK293 tox	GLP1R inv ag	aSyn yeast inh	pAkt inh
13	6%	-17%	-1%	i
14	1%	0%	·	·
15	9%	0%	-2%	?
16	4%	23%	1%	i
17	-4%	?	-1%	i
18	2%	6%	-4%	i
19	3%	9%	-2%	i
20	0%	-19%	10%	i
21	-9%	29%	-3%	i
22	2%	8%	9%	i
23	-8%	?	·	·
24	77%[activator]	-12%	·	·
25	-16%	?	-3%	·
26	7%	-9%	-6%	i
27	-4%	4%	·	·
